CCT modulator: changes cytosolic chaperonin activity; purified chaperonin ATPase assay, HTRF ADP detection, 30 min; activity change, % (concentration not given with the values), hits read low; 0.3% of 360,000 active; AID 651819; in the data active means activity change below about -30%; further: on the % scale 0 is the no-effect control and ±100 the full control effect
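Nucleotide hydrolysis assay: TRiC at 20–40 nM final (set by batch activity) with 10 uM ATP, 30 min at 37 °C, in presence of 76 uM compound. Detection by competitive ADP HTRF, 30 min ambient.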
WRN inhibitor: blocks human WRN helicase. Q14191. WRN helicase unwinding, fluorescent forked duplex, kinetic. Potency, µM (highest dose often 114 µM), inactives show at the highest dose activity change, negative = inhibition, hits mostly inhibitors. 0.46% of 360,000 active. AID 651768; further: potency means the concentration at half of the fitted maximal effect; on the % scale 0 is the no-effect control and ±100 the full control effect; nearly all actives have a fitted effect of over 55% in size
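Kinetic red-fluorescence monitoring (525/598 nm) tracks WRN helicase activity after 100 nM fluorophore-quencher forked duplex and 2 mM ATP are added to 20 nM enzyme pretreated 15 min at room temperature with compound.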
EPAC2 antag: EPAC2 (human) antagonism. Q8WZA2. EPAC2 GEF exchange of Rap1B-BODIPY-GDP, fluorescence. Potency, µM (highest dose often 114 µM), for inactives: at the highest dose activity, negative = inhibition, most hits filed as inhibitors. 0.18% of 360,000 active. AID 720708; further: potency means the concentration at half of the fitted maximal effect; on the % scale 0 is the no-effect control and ±100 the full control effect; nearly all actives have a fitted effect of over 45% in size; many of its hits are not listed in these tables
Target sequence (Q8WZA2 whole entry, looked up): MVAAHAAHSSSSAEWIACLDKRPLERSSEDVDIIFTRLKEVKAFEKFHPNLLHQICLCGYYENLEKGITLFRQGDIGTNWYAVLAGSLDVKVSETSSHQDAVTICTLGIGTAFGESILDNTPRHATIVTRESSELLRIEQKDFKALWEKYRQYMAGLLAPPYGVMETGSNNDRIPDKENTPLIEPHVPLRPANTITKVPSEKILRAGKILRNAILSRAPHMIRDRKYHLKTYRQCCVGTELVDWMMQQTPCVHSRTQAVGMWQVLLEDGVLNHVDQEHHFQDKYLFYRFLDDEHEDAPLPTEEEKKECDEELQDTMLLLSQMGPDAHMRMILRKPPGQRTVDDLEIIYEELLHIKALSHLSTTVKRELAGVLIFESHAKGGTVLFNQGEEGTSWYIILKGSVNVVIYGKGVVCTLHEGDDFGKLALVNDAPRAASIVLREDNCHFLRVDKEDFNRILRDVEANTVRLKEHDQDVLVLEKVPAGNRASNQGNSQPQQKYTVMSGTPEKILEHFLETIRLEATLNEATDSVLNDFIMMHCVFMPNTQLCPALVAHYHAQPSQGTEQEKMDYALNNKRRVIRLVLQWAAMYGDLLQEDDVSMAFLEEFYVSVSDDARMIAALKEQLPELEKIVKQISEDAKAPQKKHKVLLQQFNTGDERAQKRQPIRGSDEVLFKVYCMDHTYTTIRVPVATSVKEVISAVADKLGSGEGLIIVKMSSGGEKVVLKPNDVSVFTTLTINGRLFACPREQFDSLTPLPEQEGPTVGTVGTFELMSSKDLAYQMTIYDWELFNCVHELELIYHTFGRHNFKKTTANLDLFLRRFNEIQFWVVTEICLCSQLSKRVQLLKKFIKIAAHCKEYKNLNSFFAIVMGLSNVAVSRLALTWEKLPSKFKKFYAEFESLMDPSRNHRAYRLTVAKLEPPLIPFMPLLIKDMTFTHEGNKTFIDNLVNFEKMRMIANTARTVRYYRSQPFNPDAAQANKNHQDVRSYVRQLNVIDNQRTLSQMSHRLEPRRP
MmCpn inh: blocks the Methanococcus maripaludis chaperonin Mm-Cpn | purified Mm-Cpn ATPase, ADP Transcreener TR-FRET | Potency, µM (highest dose often 76.9 µM), without a hit: at the top dose activity, negative = inhibition, most hits filed as inhibitors | 0.031% of 330,000 active | AID 504842; further: potency means the concentration at half of the fitted maximal effect; on the % scale 0 is the no-effect control and ±100 the full control effect; nearly all actives have a fitted effect of over 80% in size
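ATP (10 uM final) was added to archaeal chaperonin (25 nM final) after 10 min exposure to test compound at 37°C; after 30 min further incubation, ADP was detected by competitive TR-FRET.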
EPAC1 agonist: agonists of human EPAC1. EPAC1 agonist qHTS, biochemical assay; response scale: 100% = response to 6.5 mM cAMP. AID 720707. O95398. 0.073% of 360,000 active. Potency, µM (titrated, usually from 154 µM), for inactives: at the highest dose activation, hits mostly activators; further: potency means the concentration at half of the fitted maximal effect; nearly all actives have a fitted effect of over 60% in size
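EPAC1 100 nM, Rap1B–BODIPY-GDP 250 nM, unlabeled GDP 50 uM; compound titration; 5 min RT; kinetic read ex480/em540 at 5-min intervals ×30 min; data normalized to 6.5 mM cAMP agonist control.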
PLK1 PBD block: inhibitors of human PLK1 polo-box domain binding | P53350 | Plk1 PBD binding of FITC phosphopeptide, fluorescence polarization | Potency, µM, without a hit: max response, negative = inhibition, usual class: inhibitors | 2.8% of 360,000 active | AID 720504; further: potency means the concentration at half of the fitted maximal effect; series mostly up to about 57 µM; on the % scale 0 is the no-effect control and ±100 the full control effect; nearly all actives have a fitted effect of over 65% in size
EPAC1 antag: EPAC1 (human) antagonism; EPAC1 GEF assay, Rap1b-BODIPY-GDP exchange fluorescence; Potency, µM (series often up to 115 µM), inactives show at the highest dose activity change, negative = inhibition, hits mostly inhibitors; 0.14% of 360,000 active; AID 720709;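 further: potency means the concentration at half of the fitted maximal effect; plate controls were vehicle for no effect and positive control for full effect; nearly all actives have a fitted effect of over 50% in size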
PI5P4Ka inh: blocks human PI5P4K alpha kinase activity; P48426; PI5P4Kalpha enzyme, ADP-Glo luminescence, 60 min; stronger effect = lower value; max response, %; 1.2% of 330,000 active; active means max response of -50% or lower; inconclusive means between -30% and -50%; inactive means -30% or higher; further: value at the top dose of about 77 µM; on the % scale 0 is the no-effect control and ±100 the full control effect
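Compounds were pin-transferred onto PI5P4Kalpha and substrate in HEPES pH 7.4 buffer with EGTA, CHAPS and 5% DMSO. ATP (5 microM final) started the reaction, which ran 60 minutes at room temperature before ADP-Glo detection.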
The depositor's hits bear a star; ? = inconclusive; . = no result given; [ ] = dose if it differs, or a comment. Unless noted, the call rests on the fitted dose curve; in most records, active means well fitted curve in the direction sought with a large enough effect; inconclusive means small, poorly fitted or top-dose-only effect, or another doubt; inactive means no such curve, though single readings can be large; an effect the other way counts as inactive or inconclusive. Some of the compounds tested; count on the stated rates, not on these rows.

Every second line gives: EPAC2 antag, EPAC1 agonist, EPAC1 antag, CCT modulator, MmCpn inh, PI5P4Ka inh, WRN inhibitor, PLK1 PBD block
N#Cc1ccccc1NC(=O)c1ccc(-c2ccccc2Cl)o1
  12%, -7%, 1%, -2.5, -12%, 19, -8%, -2%
CC(C)CCN(C)C1CCN(C(=O)Nc2c(F)cccc2F)CC1
  -2%, -13%, -3%, -3.0, 1%, 7, 4%, -1%
O=C(O)c1ccc(N2C(=O)Nc3ccccc3N2O)cc1
  2%, 2%, 8%, -1.9, -3%, -1, -6%, -1%
O=C(/C=C/c1ccc(Cl)cc1)Nn1c(-c2cccs2)nc2ccccc2c1=O
  3%[57.1 µM], 1%, -8%, 1.4, 1%, -1, 7%, -3%
COc1cc(C(=O)NCC(=O)N/N=C\C(C)=C/c2ccccc2)cc(OC)c1OC
  -10%, 5%, -9%, 2.6, 2%, 4, -5%, -6%
CN(C(=O)c1ccccn1)c1nnc(-c2ccccn2)s1
  14%, 1%, 13%, -1.1, 0%, 4, -11%[57.1 µM], 2%
CCCCC(=O)Nc1ccc2c(c1)nc(CCN1CCOCC1)n2C
  17%, -3%, 14%, 1.3, -2%, 4, -1%, ?
COC(=O)c1sc(-c2ccc(Cl)cc2)cc1NC(=O)c1ccccc1C(=O)O
  -18%, 4%, ?, -2.7, -15%, ?, -31%, 30µM*
CN(CC(=O)NCCc1ccccc1)CC(=O)Nc1cccc(F)c1
  0%, 6%, 6%, 1.3, 2%, 3, -5%, 0%
CC(=O)c1c(-c2ccc(Cl)cc2)c2ccccc2[nH]c1=O
  4%, 3%, 16%, -1.9, 0%, 3, -5%, -3%
O=C(Cc1ccc(O)cc1)N/N=C/c1cccs1
  0%, 11%, -9%, -1.6, -9%, -3, 0%, -13%
COc1cccc(CNc2ccc([N+](=O)[O-])c(NCC(=O)O)n2)c1
  4%, 10%, 10%, -6.5, ?, -9, -5%, -9%
COc1cccc2nc3cc(C)c(C)cc3nc12
  6%, 6%, 0%, -1.6, -10%, ?, -9%, 17µM*
Cc1cc(C)n(-c2ccc(C(=O)Nc3cccnc3)cc2)n1
  8%, -5%, -17%, 2.0, 1%, 2, -6%, 3%
O=C(CCc1nnc(CCCc2ccccc2)o1)NCCCC1CCCC1
  -3%, -5%, -18%, -2.9, 3%, 3, 2%, -13%
C[C@@H](C(=O)Nc1nc(-c2ccccn2)cs1)N1C(=O)C2CCCCC2C1=O (some centres not stated)
  14%, 0%, -10%, 0.4, 2%, -56*, ?, 17µM*
C/C(=N\NC(=O)C(O)c1ccccc1)c1cccnc1 (configuration not stated)
  4%, -9%, -6%, -1.3, 0%, 1, 6%, -7%
COc1cccc(CN(C)CC(O)COc2cc(Cl)ccc2Cl)c1 (configuration not stated)
  -29%, 8%, -24%, 0.2, 0%, -2, -2%, 4%
COc1cccc2c1-c1c(C(=O)O)cccc1C2=O
  -12%, -11%, -8%, 2.1, 0%, -3, 7%, -5%
C=CCn1c(SCC(=O)NC2CCS(=O)(=O)C2)nnc1-c1ccc(Cl)cc1 (configuration not stated)
  5%, 7%, -1%, -1.9, 1%, -4, -7%, 4%
Cc1cc(C)c(S(=O)(=O)NCC2CCC(C(=O)NCc3ccccn3)CC2)c(C)c1 (configuration not stated)
  3%, -5%, -17%, -2.0, -1%, 0, -3%, -4%
O=C(CSc1nnc(NC(=O)C2CC2)s1)NCc1ccccc1Cl
  -4%, -2%, -14%, -1.2, 3%, -4, 8%, -7%
CN(C)CCCNC(=O)c1cc(C(=O)Cc2ccc(Cl)cc2)c[nH]1
  -22%, -1%, 16%, 2.2, -1%, 0, 4%, -1%
O=C(CSc1nnc(CNC(=O)c2ccc(F)cc2)o1)Nc1ccc2c(c1)OCO2
  18%, 9%, -16%, -3.9, -4%, -2, 1%, -10%
CCOC1=C2CN(S(=O)(=O)c3ccc(C)cc3)C(c3cccc(Cl)c3)CC2N(S(=O)(=O)c2ccc(Cl)cc2)C(c2ccccc2)C1 (configuration not stated)
  18%, 13%, -24%, ., ., -3, 4%, -12%
CNC(=S)N1CCC(NC(=O)C(Cc2ccccc2)NC(C)=O)CC1 (configuration not stated)
  -1%, 7%, -11%, -0.4, -2%, 0, -1%, 12%
Cn1ncc(Cl)c1C(=O)Nc1ccc2c(c1)CCC2
  -2%, 7%, 6%, 1.2, 0%, -3, -3%, -20%
S=c1[nH]c2nc(Cl)c(Cl)nc2[nH]1
  3%, -10%, 8%, 1.0, ., ?, 12%, -21%
CCn1c(C)nc2cc(C(=O)NNC(=O)CCC3CCCC3)ccc21
  9%, -6%, 3%, -1.2, -7%, -1, 3%, -3%
COc1cc(Br)c(CN2C(=O)NC3(CCCCCC3)C2=O)cc1OC
  4%, -5%, -15%, -2.3, 1%, 5, 5%, -12%

Two of the compounds above, as labelled records.
CCn1c(C)nc2cc(C(=O)NNC(=O)CCC3CCCC3)ccc21
  EPAC2 antag: 9% | EPAC1 agonist: -6% | EPAC1 antag: 3% | CCT modulator: -1.2 | MmCpn inh: -7% | PI5P4Ka inh: -1 | WRN inhibitor: 3% | PLK1 PBD block: -3%

COc1cc(Br)c(CN2C(=O)NC3(CCCCCC3)C2=O)cc1OC
  EPAC2 antag: 4% | EPAC1 agonist: -5% | EPAC1 antag: -15% | CCT modulator: -2.3 | MmCpn inh: 1% | PI5P4Ka inh: 5 | WRN inhibitor: 5% | PLK1 PBD block: -12%

(cont.)
Every second line gives: EPAC2 antag, EPAC1 agonist, EPAC1 antag, CCT modulator, MmCpn inh, PI5P4Ka inh, WRN inhibitor, PLK1 PBD block
O=C(O)COc1ccc(/C=C/C(=O)c2ccc3ccccc3c2)cc1
  ?, -1%, ?, -3.9, -2%, -12, ?, -29%
COc1cccc(CNC(=O)c2cccs2)c1
  0%, 14%, 4%, -2.3, 1%, 1, 4%, -9%
COc1ccc(/C=N/Nc2nc(-c3cccc(S(=O)(=O)N4CCCC4)c3)cs2)c(OC)c1
  1%, -4%, 8%, -0.7, -1%, -14, -2%, -2%
CCOC(=O)C1(Cc2ccccc2C)CCCN(C(=O)c2ccc(C(C)=O)s2)C1 (configuration not stated)
  6%, 10%, -1%, 0.2, ., -2, 10%, 2%
COC(=O)c1ccc(CN2[C@H](C(=O)OC)C[C@@]3(O)[C@H](O)[C@H](O)[C@H](O)C[C@@H]23)cc1
  1%, -4%, -4%, -4.4, 3%, 1, 5%, -2%
S=C(NCC1(c2ccccc2)CCCC1)Nc1ccccc1
  2%, -8%, 1%, -0.1, -4%, 2, 0%, 3%
O=C1NC(c2ccccc2)N=C2Oc3ccccc3C=C12 (configuration not stated)
  -14%, 6%, 9%, -3.0, ., -7, -18%, ?
NC(=O)NC[C@@H]1CC[C@@H](Cc2ccc(-c3ccccc3)cc2)O1
  -3%, -12%, -13%, -0.1, 3%, 11, -3%, -5%
CC(C)CC(=O)Nc1sc2c(c1C#N)CC(C)(C)NC2(C)C
  -1%, 13%, -3%, -3.9, 4%, 5, -5%, -7%
O=C(C[C@H]1C/C=C\C[C@H](NC(=O)OCC2c3ccccc3-c3ccccc32)C(=O)O[C@H](c2ccccc2)CNC1=O)N[C@H](CO)Cc1ccccc1
  -9%, 4%, -8%, -1.7, 1%, ?, -11%, -8%
O=C(N/N=C/c1cccc([N+](=O)[O-])c1)c1cc(-c2ccc3c(c2)OCO3)n[nH]1
  -14%, -2%, 6%, 0.4, 1%, -21, -13%[11.6 µM], -7%
CCN(Cc1ccncc1)C(=O)c1cc(COc2ccc(F)cc2Cl)on1
  2%, -15%, -8%, -0.8, 0%, -5, -11%, -3%
O=C(COc1ccc(F)cc1Br)NCC1(N2CCOCC2)CCCCC1
  ?, -1%, -5%, -2.0, -8%, 3, 0%, -7%
CC1CC(N(C(=O)c2ccccc2Cl)c2ccccc2)c2ccccc2N1 (configuration not stated)
  -1%, -2%, -12%, 0.5, -1%, 13, -6%, -7%
O=C(c1ccc(CNc2c(N3CCOCC3)c(=O)c2=O)cc1)N1CC=C(c2ccccc2)CC1
  9%, -7%, 2%, -3.2, -4%, -4, -3%, -1%
C=CCn1c(SCn2nnc3ccccc3c2=O)nnc1-c1ccc(Cl)cc1
  -4%, 5%, -6%, 0.5, 1%, ., -1%, -10%
CCO[C@@H]1OC(C(=O)N2CCN(Cc3ccccc3)CC2)=C[C@H](c2coc3ccccc3c2=O)[C@H]1CCCO
  8%, -7%, -11%, 0.9, ., 2, -1%, -5%
O=C(Nc1ccccc1)Nc1ccc2ncoc2c1
  -5%, 9%, -5%, -6.9, -1%, 1, -5%, -13%
NNC(=O)c1oc2nc(-c3ccco3)cc(-c3ccco3)c2c1N
  0%, 0%, ?, 1.5, -5%, -26, ?, 3%
Cc1ccc2nc(-c3ccc(NC(=O)CN4C(=O)c5ccccc5C4=O)cc3)sc2c1
  9%, -8%, 2%, -16, 0%, -5, 6%, -3%
Cc1ccc(Cl)cc1N1CCN(S(=O)(=O)c2cn(C)cn2)CC1
  -6%, 7%, 14%, 0.1, 2%, 1, -1%[57.1 µM], -2%
CC1CC(C)CN(S(=O)(=O)c2cc3c4c(c2)CCN4C(=O)CC3)C1 (configuration not stated)
  -2%, 3%, -2%, 0.1, -1%, -7, -4%, -3%
CC(=O)NC1C(OCCOc2ccc(Cl)cc2C)OC(CO)C(O)C1O (configuration not stated)
  4%, -5%, 2%, -0.4, 1%, -2, 1%, 3%
COc1cc(NC(=O)C/C(C)=N/NC(=O)C2CCCCC2)c(OC)cc1Cl
  1%, 5%, 1%, 0.3, 0%, -3, -6%, 0%
Fc1ccc(N2CCN(Cc3cnc(Cl)s3)CC2)cc1
  -1%, -5%, 7%, -1.6, 2%, -4, 5%, -1%
CCn1c(SCC(=O)O)nnc1-c1ccc2[nH]c(C)c(C)c2c1
  4%, 5%, -10%, -4.2, -1%, -19, -14%, -16%
COc1cccc(NC(=O)CCSc2nnc3scc(-c4ccccc4)n23)c1
  -1%, 5%, 8%, 0.0, -1%, 9, 0%, -13%
COc1ccc2c(c1)CC(C)C/C2=N\NC(=O)c1ccco1 (configuration not stated)
  0%, 1%, 6%, 1.3, 1%, -10, -4%, -2%
O=c1c(Cc2c(F)cccc2Cl)c(O)ccn1CCc1ccccn1
  -9%, -5%, ?, 1.4, 1%, 6, -5%, -1%

Source: PubChem BioAssay (National Center for Advancing Translational Sciences (NCATS))
